BioA inh = blocks M. tuberculosis BioA enzyme activity. 0.096% of 360,000 active. purified M. tuberculosis BioA enzyme, plate reader. AID 602481. inhibition, % at 9.99 µM; in the data active means inhibition above about 40%
Starred values were filed as active, the others as inactive; & = joins results of further samples. Only part of the results is shown; rates above refer to the full screens.

SMILES	BioA inh
Cc1noc(C)c1NC(=O)Nc1ccc2c(c1)C(=O)N([C@@H](C)CO)C[C@@H](C)[C@H](CN(C)S(=O)(=O)c1c(C)noc1C)OCCCC[C@H](C)O2	6.8
C[C@@H]1CN([C@@H](C)CO)C(=O)c2cc(NC(=O)C3CCCCC3)ccc2O[C@@H]1CN(C)S(=O)(=O)c1ccc(F)cc1	2.2
C[C@H](CO)N1C[C@H](C)[C@H](CN(C)C(=O)C2CCCCC2)Oc2ncc(C#Cc3ccccc3F)cc2C1=O	1.7
Cc1ccc(-c2ccc([C@H]3[C@H]4CN(C)CCCCN4[C@H]3CO)cc2)cc1	-2.6
C[C@H](CO)N1C[C@H](C)[C@H](CN(C)Cc2ccc(C(=O)Nc3ccccc3N)cc2)Oc2ccc(NS(=O)(=O)c3ccc(Cl)cc3)cc2C1=O	0.0
CO[C@H]1CN(C)C(=O)c2cc(NC(=O)C3CCC3)ccc2OC[C@@H](C)N(Cc2nccs2)C[C@@H]1C	2.6
OC[C@H]1[C@@H](c2ccc(C#CC3(O)CCCC3)cc2)[C@H]2CN(Cc3cncnc3)CCCCN21	0.8
COc1ccccc1-c1cn(CC[C@@H]2CC[C@H](NC(=O)C3CCOCC3)[C@H](CO)O2)nn1	3.6
COc1ccccc1CNC(=O)C[C@@H]1C=C[C@@H](NC(=O)CC2CC2)[C@H](CO)O1	-0.7
C[C@@H]1CN([C@H](C)CO)C(=O)Cc2cc(NC(=O)NC3CCCCC3)ccc2O[C@H]1CN(C)C(=O)Nc1cccc2ccccc12	-1.0
C[C@H]1CN([C@@H](C)CO)C(=O)c2cc(NC(=O)Nc3ccccc3)ccc2O[C@H]1CN(C)Cc1ccc(C(=O)Nc2ccccc2N)cc1	-0.7
C[C@H](CO)N1C[C@H](C)[C@@H](CN(C)Cc2ccc(C(F)(F)F)cc2)OCCCC[C@H](C)Oc2ccc(NC(=O)Nc3ccc4c(c3)OCO4)cc2C1=O	0.8
COC(=O)[C@H]1[C@H](CO)[C@H]2Cn3c(ccc(-c4cccnc4)c3=O)[C@H]2N1Cc1ccccc1F	12
CO[C@@H]1CN(C)C(=O)c2cc(NC(C)=O)ccc2OC[C@@H](C)N(C(=O)Cc2ccccn2)C[C@H]1C	-1.0
C[C@@H]1CN([C@H](C)CO)S(=O)(=O)c2ccc(-c3ccncc3)cc2O[C@@H]1CN(C)C(=O)Nc1ccc(F)cc1	3.2
COc1ccc(-c2cnc3c(c2)C(=O)N([C@H](C)CO)C[C@H](C)[C@@H](CN(C)C(=O)C2CCC2)O3)cc1	-1.3
C[C@H](NC(=O)C[C@H]1C[C@H]2c3cc(NC(=O)NC4CCCC4)ccc3O[C@H]2[C@@H](CO)O1)c1ccccc1	-5.1
C[C@H](CO)N1C[C@H](C)[C@@H](CN(C)S(C)(=O)=O)Oc2ncc(C#CC3CCCCC3)cc2C1=O	0.8
C[C@@H]1CN([C@@H](C)CO)S(=O)(=O)c2ccc(-c3ccccc3)cc2O[C@@H]1CN(C)C(=O)CN(C)C	2.6
COc1ccc(S(=O)(=O)Nc2ccc3c(c2)C(=O)N([C@@H](C)CO)C[C@@H](C)[C@H](CN(C)C(=O)CCCN(C)C)OCCCC[C@@H](C)O3)cc1	-1.1
C[C@H]1CN([C@@H](C)CO)S(=O)(=O)c2ccc(C#CC3CC3)cc2O[C@@H]1CN(C)C(=O)c1cnccn1	0.2
COc1ccc(S(=O)(=O)N(C)C[C@@H]2OCCCC[C@@H](C)Oc3ccc(NS(=O)(=O)c4ccc(F)cc4)cc3C(=O)N([C@@H](C)CO)C[C@H]2C)cc1	0.5
C[C@H](CO)N1C[C@H](C)[C@H](CN(C)C(=O)CC2CC2)Oc2ncc(C#CC3(O)CCCC3)cc2C1=O	-0.5
Cc1ccc(-c2ccc3c(c2)O[C@H](CN(C)Cc2ccncc2)[C@@H](C)CN([C@H](C)CO)S3(=O)=O)cc1	1.4
O=C(Nc1cccc(F)c1)N1CCCCN2[C@H](CO)[C@@H](c3ccc(C#Cc4ccccc4)cc3)[C@@H]2C1	0.0

Continued, starting with the last four of the part before.
SMILES	BioA inh
COc1ccc(S(=O)(=O)N(C)C[C@@H]2OCCCC[C@@H](C)Oc3ccc(NS(=O)(=O)c4ccc(F)cc4)cc3C(=O)N([C@@H](C)CO)C[C@H]2C)cc1	0.5
C[C@H](CO)N1C[C@H](C)[C@H](CN(C)C(=O)CC2CC2)Oc2ncc(C#CC3(O)CCCC3)cc2C1=O	-0.5
Cc1ccc(-c2ccc3c(c2)O[C@H](CN(C)Cc2ccncc2)[C@@H](C)CN([C@H](C)CO)S3(=O)=O)cc1	1.4
O=C(Nc1cccc(F)c1)N1CCCCN2[C@H](CO)[C@@H](c3ccc(C#Cc4ccccc4)cc3)[C@@H]2C1	0.0
CCS(=O)(=O)N1CCCCN2[C@@H](CO)[C@H](c3ccc(-c4cccc(C#N)c4)cc3)[C@@H]2C1	0.3
C[C@H]1CN([C@@H](C)CO)C(=O)c2cccc(NC(=O)Nc3cccc4ccccc34)c2O[C@H]1CN(C)CC1CCCCC1	-0.1
N#C[C@H]1[C@@H](c2ccc(C#CC3CCCC3)cc2)[C@@H](CO)N1S(=O)(=O)c1ccccc1	-2.8
COc1ccccc1NC(=O)N1[C@H](CO)[C@@H](c2ccccc2)[C@@H]1C#N	3.0
C[C@@H]1CCCCO[C@@H](CN(C)S(=O)(=O)c2ccc(F)cc2)[C@@H](C)CN([C@H](C)CO)C(=O)c2cc(NS(=O)(=O)c3cn(C)cn3)ccc2O1	-2.2
COc1cccc(-c2cnc3c(c2)C(=O)N([C@H](C)CO)C[C@H](C)[C@H](CN(C)C(=O)Nc2cccc4ccccc24)O3)c1	0.2
OC[C@H]1[C@@H](c2ccc(-c3cccc(F)c3)cc2)[C@H]2CN(CCC(F)(F)F)CCCCN21	-0.8
C[C@H]1CN([C@@H](C)CO)C(=O)Cc2cc(NS(=O)(=O)c3cccs3)ccc2O[C@H]1CN(C)Cc1ccccc1	0.4
C[C@@H]1CN([C@H](C)CO)C(=O)Cc2cc(NC(=O)C3CCCCC3)ccc2O[C@H]1CN(C)S(C)(=O)=O	2.2
COc1ccc(S(=O)(=O)N2CC[C@@H]3[C@H](CO)Nc4ccc(-c5ccc(C#N)cc5)cc4[C@@H]32)cc1	-3.0
C[C@@H]1CN([C@H](C)CO)C(=O)Cc2cc(NC(=O)Nc3ccc(C(F)(F)F)cc3)ccc2O[C@H]1CN(C)C(=O)Nc1ccc(C(F)(F)F)cc1	-3.6
COc1ccc(NC(=O)Nc2ccc3c(c2)CC(=O)N([C@@H](C)CO)C[C@@H](C)[C@@H](CN(C)Cc2ccc(C(=O)Nc4ccccc4N)cc2)O3)cc1	-1.9
C[C@H](CO)N1C[C@H](C)[C@@H](CN(C)S(=O)(=O)c2cn(C)cn2)OCCCC[C@H](C)Oc2ccc(NS(C)(=O)=O)cc2C1=O	-4.9
C[C@H](CO)N1C[C@H](C)[C@@H](CN(C)Cc2cccc(F)c2)Oc2cc(-c3ccc(C#N)cc3)ccc2S1(=O)=O	-5.4
CO[C@@H]1CN(C)C(=O)c2cc(NC(=O)c3ccc(Oc4ccccc4)cc3)ccc2OC[C@@H](C)N(C(C)=O)C[C@H]1C	-2.2
C[C@@H]1CN([C@H](C)CO)C(=O)Cc2cc(NS(=O)(=O)c3cccs3)ccc2O[C@@H]1CN(C)S(=O)(=O)c1cn(C)cn1	-4.7
O=C(Nc1ccc2c(c1)[C@@H]1C[C@@H](CC(=O)N3CCOCC3)O[C@H](CO)[C@@H]1O2)NC1CCCC1	-3.1
Cc1noc(C)c1S(=O)(=O)Nc1ccc2c(c1)C(=O)N([C@H](C)CO)C[C@@H](C)[C@H](CN(C)S(=O)(=O)c1c(C)noc1C)OCCCC[C@@H](C)O2	-0.2
CCC(=O)N1C[C@H](C)[C@H](OC)CN(C)C(=O)c2cc(NC(=O)C3CCCCC3)ccc2OC[C@@H]1C	-0.1
O=C(c1cnccn1)N1CC[C@@H]2[C@@H](CO)Nc3ccc(-c4ccccc4)cc3[C@@H]21	24
C[C@@H]1CN([C@@H](C)CO)C(=O)c2cc(NC(=O)CCCN(C)C)ccc2O[C@H]1CN(C)C(=O)Nc1ccc(F)cc1	0.2
C[C@H](CO)N1C[C@H](C)[C@@H](CN(C)Cc2ccncc2)Oc2ccc(NC(=O)Cc3cn(C)c4ccccc34)cc2CC1=O	1.6
COc1ccc(NC(=O)Nc2ccc3c(c2)C(=O)N([C@@H](C)CO)C[C@@H](C)[C@@H](CN(C)C(=O)NC2CCCCC2)O3)cc1	-0.1
C[C@@H]1CN([C@H](C)CO)C(=O)Cc2cc(NC(=O)Cc3cn(C)c4ccccc34)ccc2O[C@@H]1CN(C)Cc1ccncc1	-1.6
COc1ccc(S(=O)(=O)N(C)C[C@H]2Oc3cc(C#CC4CCCC4)ccc3S(=O)(=O)N([C@@H](C)CO)C[C@H]2C)cc1	-1.8

The closing 4 records of the section before lead into the next:
SMILES	BioA inh
C[C@H](CO)N1C[C@H](C)[C@@H](CN(C)Cc2ccncc2)Oc2ccc(NC(=O)Cc3cn(C)c4ccccc34)cc2CC1=O	1.6
COc1ccc(NC(=O)Nc2ccc3c(c2)C(=O)N([C@@H](C)CO)C[C@@H](C)[C@@H](CN(C)C(=O)NC2CCCCC2)O3)cc1	-0.1
C[C@@H]1CN([C@H](C)CO)C(=O)Cc2cc(NC(=O)Cc3cn(C)c4ccccc34)ccc2O[C@@H]1CN(C)Cc1ccncc1	-1.6
COc1ccc(S(=O)(=O)N(C)C[C@H]2Oc3cc(C#CC4CCCC4)ccc3S(=O)(=O)N([C@@H](C)CO)C[C@H]2C)cc1	-1.8
CCCC(=O)Nc1ccc2c(c1)OC[C@@H](C)N(Cc1ccc(F)cc1)C[C@@H](C)[C@@H](OC)CN(C)C2=O	1.5
Cn1cnc(S(=O)(=O)N2C[C@@H](O)COC[C@H]3O[C@@H](CC(=O)NCc4cc(F)cc(F)c4)CC[C@@H]32)c1	-0.2
COc1cccc(-c2cnc3c(c2)C(=O)N([C@H](C)CO)C[C@@H](C)[C@H](CN(C)Cc2ccccc2)O3)c1	12
CN(C)CC#Cc1ccc([C@@H]2[C@@H](CO)N3CCCCN(S(=O)(=O)c4ccccc4)C[C@@H]23)cc1	2.2
C[C@H](O)C#Cc1cnc2c(c1)C(=O)N([C@@H](C)CO)C[C@H](C)[C@@H](CN(C)CC1CCCC1)O2	-0.3
CN1C(=O)c2cc(NC(=O)c3ccc(F)c(F)c3)ccc2OC[C@@H]2O[C@@H](CC(=O)O)CC[C@@H]21	0.4
O=C(Nc1ccccc1F)N[C@H]1CC[C@H](CCNS(=O)(=O)c2ccc(F)cc2)O[C@@H]1CO	0.0
C[C@@H]1CN([C@H](C)CO)C(=O)c2cccc(NS(=O)(=O)c3ccc(F)cc3)c2O[C@H]1CN(C)CC1CCCCC1	-1.4
C[C@H]1CCCCO[C@@H](CN(C)C(=O)c2ccccc2)[C@@H](C)CN([C@@H](C)CO)C(=O)c2cc(NC(=O)Nc3ccc(F)cc3)ccc2O1	-4.8
CO[C@@H]1CN(C)C(=O)c2cc(NC(=O)C3CCCC3)ccc2OC[C@@H](C)NC[C@H]1C	-1.0
CN1CCN(C(=O)C[C@@H]2CC[C@H]3[C@@H](COC[C@@H](O)CN3C(=O)Nc3ccc(Cl)cc3)O2)CC1	-0.8
O=C(c1cccnc1)N1C[C@@H]2[C@H](c3ccccc31)[C@@H](CO)N2C(=O)C1CCCCC1	-1.1
COCC#Cc1ccc2c(c1)O[C@@H](CN(C)C(=O)NC(C)C)[C@H](C)CN([C@H](C)CO)S2(=O)=O	-3.0
C[C@H](CO)N1C[C@H](C)[C@H](CN(C)Cc2ccncc2)Oc2ncc(-c3cccc(C(F)(F)F)c3)cc2C1=O	0.3
C[C@@H]1CN([C@H](C)CO)C(=O)c2cc(NC(=O)c3ccncc3)ccc2O[C@@H]1CN(C)Cc1ccc(-c2ccccc2)cc1	5.5
CCNC(=O)[C@H]1[C@H](CO)[C@H]2Cn3c(ccc(-c4ccccc4F)c3=O)[C@H]2N1CC1CC1	1.4
Cc1noc(C)c1NC(=O)Nc1ccc2c(c1)CC(=O)N([C@H](C)CO)C[C@H](C)[C@H](CN(C)Cc1ccc(Oc3ccccc3)cc1)O2	3.1
O=C(N[C@H]1CC[C@H](CCNS(=O)(=O)c2ccc(F)cc2)O[C@H]1CO)C1CCCC1	-1.1
C[C@@H]1CCCCO[C@@H](CN(C)S(=O)(=O)c2cn(C)cn2)[C@@H](C)CN([C@H](C)CO)C(=O)c2cc(NC(=O)C3CCCCC3)ccc2O1	1.1
C[C@@H]1CCCCO[C@@H](CN(C)CC2CCCCC2)[C@H](C)CN([C@@H](C)CO)C(=O)c2cc(NC(=O)C3CCCCC3)ccc2O1	0.5
CCCC#Cc1cnc2c(c1)C(=O)N([C@@H](C)CO)C[C@@H](C)[C@H](CN(C)Cc1cccnc1)O2	3.2
COc1ccc(CN(C)C[C@@H]2Oc3ccc(NC(=O)Nc4c(C)noc4C)cc3CC(=O)N([C@@H](C)CO)C[C@@H]2C)cc1	1.2
C/C=C/c1ccc([C@@H]2[C@@H](C#N)N(c3nc(CC)cs3)[C@H]2CO)cc1	-1.9
C[C@H](CO)N1C[C@H](C)[C@@H](CN(C)C(=O)Nc2ccc(C(F)(F)F)cc2)Oc2ccc(NC(=O)Nc3ccccc3)cc2CC1=O	-2.2
C/C=C/c1ccc([C@H]2[C@H](CO)N(C(=O)COC)[C@H]2CNC(=O)CC)cc1	0.8
COc1cccc(-c2ccc([C@@H]3[C@@H](C#N)N(C(=O)c4ccccn4)[C@H]3CO)cc2)c1	-2.2
CC(C)CC#Cc1ccc2c(c1)O[C@@H](CN(C)C(=O)Nc1ccccc1)[C@H](C)CN([C@H](C)CO)S2(=O)=O	3.2
C[C@@H]1CN([C@@H](C)CO)C(=O)CCCn2cc(nn2)CO[C@H]1CN(C)C(=O)NC1CCCCC1	0.9&-1.8
C[C@@H]1CCCCO[C@@H](CN(C)C(=O)Nc2ccc(C(F)(F)F)cc2)[C@H](C)CN([C@H](C)CO)C(=O)c2cc(NS(=O)(=O)c3ccc(Cl)cc3)ccc2O1	-3.4
